# High-throughput results (PubChem)
# Integrin act MD: activates integrin-mediated alleviation for muscular dystrophy; alpha7betagal myoblasts, beta-gal FDG fluorescence, 48 h; Potency, µM (top dose mostly 38.3 µM), without a hit: top-dose activation, usual class: activators; 350,000 compounds, 0.064% hits; AID 624291; active = well fitted activation curve with a large enough effect;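 note: 100% = response of the positive control SU9516; nearly all actives have a fitted effect of over 60% in size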
#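 Alpha7betagal+/- myoblasts (passage 13) were plated 16-24 hr, then exposed to compounds (1:260 dilution of DMSO stock) for 48 hours at 37C. After MPER lysis, β-galactosidase reporter activity was read as FDG fluorescence (ex 480/em 540) after 30 minutes.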
# * = called active by the depositor; [ ] = another dose, or the depositor's remark. Potency is the fitted concentration of half-maximal effect. Some of the compounds tested, so the mix of outcomes need not match the whole.
Molecule | Integrin act MD
C[C@@H]1CN([C@H](C)CO)C(=O)c2cc(Br)cnc2O[C@@H]1CN(C)C(=O)c1ccccc1 | -15.0%
C[C@H]1CN([C@@H](C)CO)S(=O)(=O)c2ccc(-c3cncnc3)cc2O[C@H]1CN(C)C(=O)NC1CCCC1 | -14.3%
CC(Sc1nc2ncc(Cl)cc2[nH]1)C(=O)Nc1ccccc1[N+](=O)[O-] (centres undefined) | 10.7%
CC(=O)Nc1ccc(NC(=O)C(NC(=O)c2ccc(Cl)cc2)C(C)C)cc1 (centres undefined) | -6.0%
CS(=O)(=O)N(CC(=O)N1CCCC1)c1cccc(C(F)(F)F)c1 | 8.9%
CCCc1c(C(=O)N/N=C/c2ccoc2)nnn1-c1nonc1N | -4.1%
O=S(=O)(O)Sc1ccccc1 | -17.0%
COc1ccc(S(=O)(=O)N(C)C[C@@H]2Oc3cc(Br)ccc3S(=O)(=O)N([C@H](C)CO)C[C@@H]2C)cc1 | 5.4%
Cn1nnnc1NN=Cc1ccccc1 | 4.8%
COc1ccc(-c2ccc(CN3C(C(C)C)C(=O)N(Cc4cn(CCC5OCCO5)nn4)CCS3(=O)=O)cc2)cc1 (centres undefined) | -31.0%
Cc1cc(S(=O)(=O)c2ccc(Cl)cc2)nc(S(=O)(=O)c2ccc(Cl)cc2)c1C#N | -62.1%[inhibitor]
O=c1nc(Oc2ccccc2)nc2ncccn12 | 6.4%
COc1ccc(CN(C(C)=O)c2cc(C)c([N+](=O)[O-])cc2OC)cc1OC | 2.2%
O=C(Nc1cccc(C(=O)O)c1)/C(=C\c1ccccc1)NC(=O)c1ccc(Br)o1 | 18.2%
COc1cc2c(cc1OC)C(=NO)CCCC2 | -21.2%
CCc1c(O)nc(SCC(=O)Nc2c(C)cccc2C)n(-c2ccc(F)cc2)c1=O | -9.5%
CN[C@H]1C[C@H]2c3[nH]c4ccc(-c5cccc(C)c5)cc4c3CCN2C[C@H]1[C@H](C)O | -30.4%
C[C@@H]1CN([C@H](C)CO)C(=O)CCCn2nncc2CO[C@@H]1CN(C)C(=O)Nc1ccnc(N2CCOCC2)c1 | 0.8%
COc1cc(C)ccc1OCc1cc(C(=O)NC2CCOCC2)no1 | 12.0%
COc1ccc(C2=NN(CCC(=O)NC3CCCCC3C)C(=O)CC2)cc1 (centres undefined) | 4.2%
CC1=C(C(=O)N(C)C)CC(CC(=O)NCCc2ccccn2)C(=O)N1CCCN1CCCC1=O (centres undefined) | 12.4%
COc1ncnc2c1ncn2CCCN1CCN(C(=O)C2CC2)CC1 | -4.7%
O=C1c2ccccc2C(=O)N1CCC#C/C=C1\c2ccccc2C(=O)N1c1ccccc1 | -20.0%
COc1ccc(NC(=O)c2ccncc2)cc1S(=O)(=O)N1CCCCC1 | 11.4%

# Ordered by molar mass (lowest first): 3 of the compounds above.
Molecule | Integrin act MD
COc1ncnc2c1ncn2CCCN1CCN(C(=O)C2CC2)CC1 | -4.7%
COc1ccc(CN(C(C)=O)c2cc(C)c([N+](=O)[O-])cc2OC)cc1OC | 2.2%
COc1ccc(NC(=O)c2ccncc2)cc1S(=O)(=O)N1CCCCC1 | 11.4%

# New compounds follow.
Molecule | Integrin act MD
CNC(=O)C[C@@H]1C(=O)N(Cc2ccccc2)CC1(C)C | 4.1%
O=C(Nc1ccc(F)cc1)c1cnccn1 | -12.3%
CCCCCC(=O)N1C[C@H](n2cc(C3CC3)nn2)[C@@H](O)C[C@@H]1c1ccc(C)cc1 | 6.1%
CCN(C(=O)Nc1cccc2ccccc12)c1ccccc1 | -15.2%
COc1ccc(CCN2CC(=O)NC(=O)C2)cc1OC | -7.9%
COc1ccc(Nc2nnc(SCC(=O)N(CC(C)C)C3CCS(=O)(=O)C3)s2)cc1 (centres undefined) | -20.2%
COC(=O)[C@H]1C[C@@]2(O)CN(S(=O)(=O)c3ccc(C)cc3)C[C@@]2(OC(=O)Nc2cccs2)C[C@H]1C(=O)OC | -13.5%
O=C(NCc1ccccc1)/C(=C\c1cccc([N+](=O)[O-])c1)NC(=O)c1ccco1 | -11.0%
CC1CCCC(NC(=O)c2cccc(S(=O)(=O)N3CCOCC3)c2)C1C (centres undefined) | 6.4%
COc1ccc(-c2csc(NC(=O)CS(=O)(=O)c3ccccc3)n2)cc1OC | -1.8%
Cn1nnc2cc(NC(=O)Nc3ccccc3F)ccc21 | 9.4%
CC(C)(Cc1nc2ccccc2[nH]1)c1nc2ccccc2[nH]1 | 2.1%
C[C@@H]1CN([C@H](C)CO)C(=O)c2cc(-c3ccc(C#N)cc3)cnc2O[C@H]1CN(C)C(=O)c1ccccc1 | -6.9%
CCOC(=O)C1=C(COC(=O)Cc2ccccc2[N+](=O)[O-])NC(=O)NC1C (centres undefined) | 0.7%
C[C@@H]1CN([C@H](C)CO)C(=O)c2cc(-c3ccccc3)cnc2O[C@@H]1CN(C)C(=O)C1CCOCC1 | 9.4%
Cc1ccc(NC(=O)COC(=O)CN2CCSC2=O)cc1F | -7.9%
Cc1cc(NS(=O)(=O)c2ccc(NC(=O)c3ccc([N+](=O)[O-])cc3)cc2)nc(C)n1 | -27.4%
COc1cccc(N(CC(=O)N2CCN(Cc3ccccc3)CC2)S(C)(=O)=O)c1 | -2.2%
COc1cccc(CN(C)C[C@H]2OCc3cnnn3CCCC(=O)N([C@H](C)CO)C[C@@H]2C)c1 | -7.4%
CCCCCCN1C[C@@H](O)[C@H](n2cc(C3CC3)nn2)C[C@@H]1c1ccc(C)cc1 | -5.5%
CC1CCN(S(=O)(=O)c2ccc3c(c2)C(Cl)(Cl)C(=O)N3)CC1 | -30.8%
C[C@]12CC[C@H](O)CC1=CCC1C2CC[C@@]2(C)C1CC[C@@H]2NCc1ccccc1 (some centres undefined) | -31.2%
CC1(C(=O)O)CCC2(C)CCC3(C)C(=CC(=O)C4C5(C)CCC(=O)C(C)(C)C5CCC43C)C2C1 (centres undefined) | 10.2%
CCCNC(=O)C[C@@H]1C[C@@H]2c3cc(NS(=O)(=O)c4ccc(OC)cc4)ccc3O[C@@H]2[C@@H](CO)O1 | 15.5%
COc1ccc(CN2CCC[C@]3(N[C@H](c4ccc(C)cc4)[C@@H]4C(=O)N(C)C(=O)[C@@H]43)C2=O)cc1 | -0.9%
C[C@H](NC(=O)c1ncn2c1C(=O)N[C@@H](C)C2)c1ccccc1 | 17.2%
C[C@@H]1CN([C@@H](C)CO)C(=O)c2cc(-c3ccccc3F)cnc2O[C@H]1CN(C)Cc1cccc(F)c1 | 2.7%
C[C@@H]1CCCCO[C@H](CN(C)Cc2ccc(C(F)(F)F)cc2)[C@@H](C)CN([C@H](C)CO)C(=O)c2cc(NS(=O)(=O)c3cn(C)cn3)ccc2O1 | 5.9%
CCN1CCN(c2ccc(NC(=O)CC3OC(=O)c4ccccc43)cc2C)CC1 (centres undefined) | 25.1%
CC(=O)N1CC2(CC(c3ccccc3F)=NO2)CN1c1ccc(Cl)cc1 (centres undefined) | 5.5%
OCC1OC(n2cnc3c(N4CCCC4)ncnc32)C(O)C1O (centres undefined) | 28.0%
CCN(CC)C(=O)C1=C(C)N(CCC2=CCCCC2)C(=O)C(CC(=O)NCc2cccc3ccccc23)C1 (centres undefined) | -29.3%
CC1CCCCC12NC(=O)N(CC(=O)Nc1cccnc1)C2=O (centres undefined) | 8.5%
O=C(NC1CC1)c1cccc(NC(=O)C2CCN(S(=O)(=O)c3ccccc3C(F)(F)F)CC2)c1 | 5.3%
CCOc1ccc(NS(=O)(=O)c2ccc(C(=O)NCC(c3ccco3)N3CCCCC3)cc2)cc1 (centres undefined) | -19.4%
Cc1csc(=O)n1CCC(=O)OCC(=O)Nc1ccc(N2CCOCC2)cc1 | -13.1%
CCOc1ccccc1C(=O)NCC(=O)N(C)CC(=O)Nc1ccc(N2CCOCC2)cc1 | 14.3%
O=C1CN(CCN2CC(=O)N(Cc3ccccc3)C(=O)C2)CC(=O)N1Cc1ccccc1 | 2.5%
Cc1cc(C(C)(C)C)cc(CN2CCN(S(=O)(=O)c3cccs3)CC2)c1O | -0.6%
COc1cccc(C(=O)NCCCNc2nc3cc(C)cc(C)c3cc2C#N)c1 | 13.1%
Cc1cccc(C)c1NC(=O)CN1CCN(C(=O)CCC(=O)N2CCC(c3ccccc3)=N2)CC1 | -8.4%
Cc1ccccc1-c1n[nH]nc1C1=CC(=O)C[C@H](c2ccc(F)cc2)C1 | 13.1%
C=CC1=CCN(S(=O)(=O)C(C)(C)C)[C@H]1CCO | 4.0%
CN(CC(=O)Nc1ccc(F)cc1)C(=O)c1ccc(-c2ccc(F)cc2)o1 | 11.0%
COc1ccc(-c2ccc3[nH]c4c(c3c2)CCN2C(=O)[C@@H]([C@H](C)O)[C@@H](N(C)C(=O)Nc3ccc(F)cc3)C[C@@H]42)cc1 | -62.2%[inhibitor]
CN(CC(=O)Nc1cccc(F)c1)C(=O)c1cccc(S(=O)(=O)N2CCN(Cc3ccccc3)CC2)c1 | -18.1%
CCCCN1C[C@H](CSC)[C@@H](CC(=O)Nc2ccc(Br)cc2)C1=O | 0.0%
CC(NC(=O)COC(=O)c1ccccc1O)c1ccccc1 (centres undefined) | 25.0%

# In the list so far, three contain a cyano group.
Molecule | Integrin act MD
Cc1cc(S(=O)(=O)c2ccc(Cl)cc2)nc(S(=O)(=O)c2ccc(Cl)cc2)c1C#N | -62.1%[inhibitor]
C[C@@H]1CN([C@H](C)CO)C(=O)c2cc(-c3ccc(C#N)cc3)cnc2O[C@H]1CN(C)C(=O)c1ccccc1 | -6.9%
COc1cccc(C(=O)NCCCNc2nc3cc(C)cc(C)c3cc2C#N)c1 | 13.1%

# More records follow.
Molecule | Integrin act MD
COc1cccc(-c2cc(N3CCN(C(=O)c4ccoc4)CC3)n3nc(-c4cccc(Cl)c4)cc3n2)c1 | 9.4%
CCOC(=O)N(C)C[C@H]1OCc2cn(nn2)CCCC(=O)N([C@H](C)CO)C[C@@H]1C | 2.5%
CNCc1cc(C)n(-c2cc(S(=O)(=O)N3CCOCC3)ccc2N2CCCC2)c1C | -41.4%[inhibitor]
CC1=CC(=O)C(Sc2ccc(C)cc2)=CC1=O | -62.3%[inhibitor]
CC(=O)C1=C(O)C(=Cc2ccccc2)OC1=O | -6.6%
C[C@H](O)[C@@H]1C(=O)N2CCc3c([nH]c4ccccc34)[C@@H]2C[C@@H]1N(C)C(=O)Nc1cc(Cl)cc(Cl)c1 | -48.7%[inhibitor]
CC1CCN(C(=O)COC(=O)c2ccccc2NCCO)CC1 | 16.9%
CCCCCCCCC(=O)c1c(OC)oc(C=O)cc1=O | -13.6%
COc1ccccc1NC(=O)N(C)C[C@@H]1OCc2cnnn2CCCC(=O)N([C@H](C)CO)C[C@H]1C | 1.7%
C[C@@H]1CCCCO[C@H](CN(C)Cc2ccccc2)[C@@H](C)CN([C@H](C)CO)C(=O)c2cc(NS(=O)(=O)c3ccc(Cl)cc3)ccc2O1 | 0.0%
O=S(=O)(c1cnccc1N1CCN(CCO)CC1)N1CCCC1 | 20.7%
C[C@H]1CN([C@@H](C)CO)C(=O)c2cc(C#CC3(O)CCCC3)cnc2O[C@H]1CN(C)C(=O)C1CC1 | 9.0%
CC(C)(C)OC(=O)CC(S(=O)(=O)c1ccccc1)S(=O)(=O)c1ccccc1 | -64.5%[inhibitor]
COc1ccc(-c2ccc3[nH]c4c(c3c2)CCN2C[C@@H]([C@H](C)OC(=O)Nc3cc(Cl)cc(Cl)c3)[C@@H](N(C)C(=O)Nc3cc(Cl)cc(Cl)c3)C[C@@H]42)cc1 | 10.5%
Cc1cc2[nH]c(=O)c(=O)[nH]c2cc1S(=O)(=O)NCC(C)c1ccccc1 (centres undefined) | 15.2%
COc1ccc(Cc2nc3ccc(C(=O)NCc4cccc(C)n4)cc3o2)cc1OC | 13.3%
COc1ccc(C(=O)NNC(=O)Cn2nc(C)cc2C)cc1S(=O)(=O)N1CCOCC1 | -21.3%
Cc1ccc(S(=O)(=O)N2CCC(C(=O)N3CCCCCCC3)CC2)cc1C | 5.7%
C[C@@H]1CN([C@H](C)CO)C(=O)CCCn2cc(nn2)CO[C@H]1CN(C)C(=O)OCc1ccccc1 | 16.7%
Cn1cccc1CN1CCC[C@]2(N[C@H](c3ccccc3)[C@@H]3C(=O)N(Cc4ccccc4)C(=O)[C@@H]32)C1=O | 17.1%
Cc1cc(CN(Nc2ccccc2)c2ccccc2)cc(C)n1 | 3.9%
O=C(Nc1ccccn1)C1CCN(C(=O)c2ccc(Cl)cc2)CC1 | -9.3%
CCCCN1C(=O)C(CC(=O)NCCCCc2ccccc2)CC(C(=O)N(C(C)C)C(C)C)=C1C (centres undefined) | -1.4%
Cc1nn(-c2ccccc2)c(C)c1NC(=O)COc1ccccc1C#N | -4.9%
COc1ccccc1C(=O)NNC(=O)c1ccc(O)cc1 | -10.4%
CN1C(=O)[C@H]2[C@@H](c3ccc(C(F)(F)F)cc3)N[C@]3(CCCN(Cc4ccc(C(F)(F)F)cc4)C3=O)[C@H]2C1=O | -7.2%
O=S(=O)(c1ccc(NC(=S)NC23CC4CC(CC(C4)C2)C3)cc1)N1CCCCC1 | -9.4%
Cn1c(CCN2CCN(c3ccccn3)CC2)nc2cc(NS(=O)(=O)c3ccc(F)cc3)ccc21 | -19.2%
CCCNC(=O)N(C)C[C@H]1Oc2ncc(Br)cc2C(=O)N([C@H](C)CO)C[C@H]1C | -13.1%
Cc1ccc(S(=O)(=O)N2C[C@H]3N(C(=O)OC(C)C)N(C(=O)OC(C)C)C[C@H](OC(=O)NCc4ccccc4)[C@@]3(O)C2)cc1 | -12.7%
COCOCCn1cc(CN2CCS(=O)(=O)N(Cc3ccc(-c4ccncc4)cc3)C(C)C2=O)nn1 (centres undefined) | -12.5%
CNC(=O)C[C@H]1C(=O)N(c2ccc(Br)cc2)C[C@@H]1C | 19.5%
COc1ccc(-n2c(=O)c3c4c(sc3n(CC(=O)NCC3CCCO3)c2=O)CN(C(C)=O)CC4)cc1OC (centres undefined) | -8.5%
